GLP-1R inv ag = inverse agonists of human GLP-1 receptor; P43220; HEK293 GLP-1R CRE-luciferase, luminescence, 24 h; GLP-1R form is constitutively active; Potency, µM (top dose mostly 38.3 µM), without a hit: top-dose activity change, negative = inhibition, actives largely listed as inhibitors; hit rate 1.6% among 410,000; AID 624417; note: potency is the fitted concentration of half-maximal effect; % is set by controls: 0 for no effect and ±100 for the full control effect; nearly all actives have a fitted effect of over 55% in size
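Seeding at 200 cells/uL, 12 h culture, 24 hr compound treatment, then luciferase reagent and a luminescence read; cells are HEK293 stably expressing a constitutively active GLP-1R plus cAMP-responsive luciferase.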
D3 ag = agonists of human D3 dopamine receptor. P35462. D3R DiscoveRx beta-arrestin cells, luminescence, 90 min. max activation, %. hit rate 0.58% among 410,000. AID 652048; in the data active = max activation above about 30%; note: 0% is about no effect; mostly tested at two doses, the higher about 12 µM
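Agonist-mode cell screen: cells plated at 1500/well and incubated overnight at 37 °C, then exposed to library compounds for 90 min at 37 °C. Detection reagent was added for 30–60 min at room temperature, and luminescence was read.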
GLP1R cytotox = cytotoxicity in counter-screen for GLP-1R inverse agonists; hit rate 0.13% among 410,000; HEK293 cAMP-luciferase reporter cells, luminescence, 24 h; Potency, µM (highest dose often 38.3 µM), inactives show at the highest dose activity change, negative = inhibition, actives largely listed as inhibitors; AID 624418;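 note: loss of luciferase light is scored as toxicity; potency is the fitted concentration of half-maximal effect; % is set by controls: 0 for no effect and ±100 for the full control effect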
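Luminescence readout: signal drop marks cytotoxicity. Plated cells grew 12 h at 37 °C, 5% CO2, received 23 nL compound for 24 h, then got luciferase reagent, read after 12 min at RT.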
GLP1R ag = activates the human GLP-1 receptor. P43220. hit rate 0.007% among 380,000. HEK293 GLP-1R CRE-luciferase, luminescence, 4-6 h; cells express a hypersensitive GLP-1R form. Potency, µM (titrated, usually from 45.6 µM), inactives show at the top dose activation, hits mostly activators; note: potency is the fitted concentration of half-maximal effect; % of control where 0% means no effect
WRN inhibitor = inhibitors of human WRN helicase | Q14191 | WRN helicase unwinding, fluorescent forked duplex, kinetic | Potency, µM (titrated, usually from 114 µM), inactives show top-dose activity change, negative = inhibition, usual class: inhibitors | hit rate 0.46% among 360,000; note: potency is the fitted concentration of half-maximal effect; % is set by controls: 0 for no effect and ±100 for the full control effect; nearly all actives have a fitted effect of over 55% in size
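Screening of the MLSMR collection measured strand separation of a quenched forked DNA duplex (100 nM) by 20 nM WRN with 2 mM ATP, all final. Compounds were preincubated with enzyme 15 min at room temperature.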
PI5P4Ka inh = inhibitors of human PI5P4K alpha. P48426. max response, %. hit rate 1.2% among 330,000. PI5P4Kalpha enzyme, ADP-Glo luminescence, 60 min; stronger effect = lower value. AID 652105; active = max response of -50% or lower; inconclusive = between -30% and -50%; inactive = -30% or higher; note: value at the top dose of about 77 µM; % is set by controls: 0 for no effect and ±100 for the full control effect
Target sequence (P48426 whole entry, looked up): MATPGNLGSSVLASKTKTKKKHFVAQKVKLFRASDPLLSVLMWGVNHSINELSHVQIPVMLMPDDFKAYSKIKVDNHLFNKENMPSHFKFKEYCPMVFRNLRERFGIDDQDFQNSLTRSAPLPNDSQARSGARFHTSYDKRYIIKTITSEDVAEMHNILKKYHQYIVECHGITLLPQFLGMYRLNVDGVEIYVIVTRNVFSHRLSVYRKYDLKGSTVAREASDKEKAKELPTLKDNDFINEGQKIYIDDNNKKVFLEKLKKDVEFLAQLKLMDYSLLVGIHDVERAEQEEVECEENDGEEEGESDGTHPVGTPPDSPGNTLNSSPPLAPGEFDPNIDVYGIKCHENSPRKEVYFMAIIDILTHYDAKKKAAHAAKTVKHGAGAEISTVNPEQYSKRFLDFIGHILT
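qHTS, 1536-well: enzyme/substrate mix, compound by pin tool, 5 microM ATP final; RT 60 min; ADP-Glo reagents 1 (45 min) then 2 (30 min); luminescence.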
PLK1 PBD block = PLK1 (human) polo-box domain binding inhibition. P53350. Plk1 PBD binding of FITC phosphopeptide, fluorescence polarization. Potency, µM, for inactives: max response, negative = inhibition, actives largely listed as inhibitors. hit rate 2.8% among 360,000. AID 720504; note: potency is the fitted concentration of half-maximal effect; series mostly up to about 57 µM; % is set by controls: 0 for no effect and ±100 for the full control effect; nearly all actives have a fitted effect of over 65% in size
Target sequence (P53350 whole entry, looked up, the tested form may be a part): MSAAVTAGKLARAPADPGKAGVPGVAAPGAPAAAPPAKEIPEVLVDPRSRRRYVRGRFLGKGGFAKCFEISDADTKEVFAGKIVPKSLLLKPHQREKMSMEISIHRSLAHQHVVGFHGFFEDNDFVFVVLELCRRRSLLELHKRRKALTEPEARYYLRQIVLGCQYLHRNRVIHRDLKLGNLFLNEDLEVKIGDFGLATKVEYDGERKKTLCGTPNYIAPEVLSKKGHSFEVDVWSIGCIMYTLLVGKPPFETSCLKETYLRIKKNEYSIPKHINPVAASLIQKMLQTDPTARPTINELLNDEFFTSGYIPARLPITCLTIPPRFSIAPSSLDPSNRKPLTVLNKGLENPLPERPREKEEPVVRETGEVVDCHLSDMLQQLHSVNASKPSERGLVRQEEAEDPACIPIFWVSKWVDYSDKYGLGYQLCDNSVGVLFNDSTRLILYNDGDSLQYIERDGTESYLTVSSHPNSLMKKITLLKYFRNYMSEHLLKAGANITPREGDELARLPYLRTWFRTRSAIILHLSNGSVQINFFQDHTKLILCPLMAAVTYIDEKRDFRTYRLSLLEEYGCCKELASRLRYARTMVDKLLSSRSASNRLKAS
IL-2 act = IL-2 activation. IL-2 activation reporter assay, cell-based qHTS; stimulated with anti-CD3/CD4/CD28 beads; in transgenic mouse T cells. hit rate 0.065% among 360,000. activation, % (series mostly up to about 46 µM). AID 652025; in the data active = activation above about 50%; inconclusive = mostly about 30% to 49%; note: 0% is about no effect
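Unstimulated transgenic mouse T cells; 60-min compound exposure; bead-based TCR/CD4/CD28 stimulation; 18 h culture, 37 degrees C; dual fluorescence (EGFP, DsRed) plate cytometry.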
DRD3 antagonist = D3 dopamine receptor (human) antagonism | D3R cells, DiscoveRx beta-arrestin luminescence, antagonist mode; stronger effect = lower value | max response, negative = inhibition, % | hit rate 2.5% among 360,000 | AID 652054; in the data active = max response below about -50%; inconclusive = no clear call, values can overlap the other calls; note: % is set by controls: 0 for no effect and ±100 for the full control effect; mostly tested at two doses, the higher about 12 µM
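Cells expressing the human receptor were seeded at 1500 cells/well, incubated overnight at 37 degrees C in 5% CO2, then exposed to library compounds with dopamine controls for 90 minutes at 37 degrees C before luminescent detection.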
The depositor's hits bear a star; u = inconclusive; x = not tested or not shown; [ ] = another dose, or the depositor's remark. Unless noted, calls come from the whole dose curve; as a rule, active = well fitted curve in the direction sought with a large enough effect; inconclusive = small, poorly fitted or top-dose-only effect, or another doubt; inactive = no such curve, though single readings can be large; an effect the other way counts as inactive or inconclusive.

Below each compound: GLP1R cytotox	DRD3 antagonist	WRN inhibitor	PLK1 PBD block	GLP-1R inv ag	D3 ag	PI5P4Ka inh	IL-2 act	GLP1R ag
1) CCOc1ccc2nc(NC(=O)c3ccco3)sc2c1
  -2%	5	4%	-2%	u	1	-5	-1.0	7%
2) CCOC(=O)C1CCN(C(=S)Nc2ccc(C)cc2)CC1
  -2%	-12	4%	-3%	-20%	0	3	-1.2	0%
3) N#Cc1c(NC(=O)c2ccccc2)sc2c1CCCCC2
  21%	0	-6%	-7%	-24%	-5	6	-0.7	-5%
4) CCOC1=C2[C@@H](CN(S(=O)(=O)c3ccccc3C)[C@H]2c2ccc(Cl)cc2)[C@H]2C(=O)N(C3CCCCC3)C(=O)[C@H]2C1
  -12%	33	-6%	-1%	u	4	0	0.1	x
5) COc1ccccc1-c1nnc(NC(=O)C(C)Sc2nncn2C)s1 (configuration not stated)
  -1%	-5	1%	-1%	52%[activator]	0	0	-0.5	-4%
6) CCN(C#N)c1nc(NC(C)C)nc(NC(C)(C)C)n1
  10%	4	3%	-7%	-18%	2	2	-3.9	20%
7) Cc1ccc2nc(NC(=O)CN3C(=O)NC4(CCCCC4)C3=O)sc2c1
  5%	-12	2%	-6%	u	-15	3	-3.2	7%
8) Cc1noc(C)c1C(=O)NCc1cccs1
  2%	-26	-2%	-7%	36%[activator]	3	17	5.2	-1%
9) CC(=O)NNc1cc(C)nc(N)n1
  15%	12	-11%	2%	8%	6	3	0.2	0%
10) O=C(CCC(=O)Nc1ccc(Oc2ccccc2)cc1)NCCO
  -12%	3	3%	-11%	3%	-2	-5	0.0	0%
11) CN(C)CCSc1nnc(-c2ccccc2)o1
  3%	-14	-5%	-17%	13%	-4	-4	1.6	-29%
12) CC(C)C[C@@H](CN1CCC[C@@H]1CN1C(=O)C(=O)NC[C@@H]1Cc1ccccc1)N1C[C@H](Cc2ccc(O)cc2)N(CCc2ccccc2)C(=O)C1=O
  -8%	4	7%	-15%	-17%	-1	-1	-0.6	-3%
13) Nc1nnc(SCc2cc3c(cc2Cl)OCO3)s1
  15%	-18	-3%	0%	0%	-1	x	-0.7	2%
14) O=C(COC(=O)CNS(=O)(=O)c1ccc2ccccc2c1)Nc1ccc2c(c1)OCO2
  13%	3	-29%	-15%	6%	1	-2	4.5	13%
15) O=P(CCc1ccccc1)(c1ccccc1)c1ccccc1
  -8%	-12	-2%	-3%	u	-6	-5	-0.8	12%
16) COc1ccc(OC)c(NC(=O)CS(=O)(=O)Cc2ccccc2)c1
  -10%	-1	13%	-1%	-12%	-13	0	-1.3	-2%
17) COC(CC(=O)NNC(=S)Nc1ccccc1)OC
  -5%	-4	-1%	-15%	3%	1	1	-0.2	12%
18) CCCn1c(SCC(=O)NC2CCCc3ccccc32)n[nH]c1=O (configuration not stated)
  -2%	-7	2%	-10%	14%	4	3	-3.5	0%
19) CC(=O)NC(CC(=O)N(C)Cc1c(F)cccc1Cl)c1ccccc1 (configuration not stated)
  -1%	-15	-2%	-14%	4%	-1	-2	-0.8	6%
20) O=C(Nc1cc(C(F)(F)F)cc(C(F)(F)F)c1)[C@H]1O[C@@H](n2ccc(=O)[nH]c2=O)[C@H](O)[C@@H]1O
  1%	17	3%	3%	u	5	12	2.4	-3%
21) Cn1ncc(Cl)c1C(=O)Nc1ccc2c(c1)OCO2
  -11%	5	12%	-7%	1%	3	-16	0.4	5%
22) Cn1c(=O)[nH]c(=O)c2c1nc(NCCCn1ccnc1)n2Cc1cccc(Br)c1
  -22%	11	4%[57.1 µM]	-5%	10%	1	-9	-2.7	7%
23) CC(C)(C)N(CC#CCC(O)(c1ccccc1)c1ccccc1)CCO
  u	8	3%	-2%	u	-2	0	1.6	-1%
24) Cn1c(-c2ccccc2)cnc1SCC(=O)N1CCCCC1
  -13%	9	-3%	-4%	4µM*	0	-8	1.2	-31%
25) O=C(NCC(O)c1ccc([N+](=O)[O-])cc1)Nc1ccccc1 (configuration not stated)
  2%	-14	-3%	3%	-8%	-9	0	1.1	0%
26) O=C(NCCc1ccccc1)c1ccccc1NC(=O)C1CCCO1 (configuration not stated)
  -4%	-3	-5%	-6%	-1%	-8	-8	-1.3	25%
27) CCOC(=O)CCCNC(=O)CN1C(=O)NC(CCc2ccccc2)C1=O (configuration not stated)
  -4%	-8	5%	1%	8%	-19	x	-1.5	-11%
28) O=C1CC(N2CCN(S(=O)(=O)c3ccccc3F)CC2)C(=O)N1c1ccccc1F (configuration not stated)
  3%	6	-3%	6%	-8%	-9	-2	0.6	0%
29) CC(=O)Oc1ccc(C(=O)Nn2cnnc2)cc1
  -2%	-9	-11%	-1%	1%	-6	5	1.7	-3%
30) COc1cc2c(cc1OC)CN(C(=S)Nc1ccc(Cl)cc1)CC2
  -15%	18	-1%	-6%	-31%	7	-2	1.6	-3%
31) CN(C)c1ccc(CNC(=O)C2(C)Cc3c(-c4ccc5c(c4)OCO5)ccnc3O2)cc1 (configuration not stated)
  -19%	0	-11%	-6%	u	-12	-6	0.0	16%
32) O=C(NC1CC1)c1cccc(Nc2ccc(-c3ccc4c(c3)OCCO4)nn2)c1
  u	42	-28%	-7%	0%	2	x	-1.8	-27%
33) O=C(NCCO)c1ccc2nc(-c3ccco3)c(-c3ccco3)nc2c1
  115%[activator]	-4	11µM*	17µM*	9%	-7	-16	0.2	0%
34) C=CCOC(=O)C1=C(C)NC(=O)NC1c1ccc(N(C)C)cc1 (configuration not stated)
  0%	3	-9%	-15%	7%	2	-2	0.8	-8%
35) CCCCN(Cc1ccco1)C(=O)Cn1ncc2c(=O)oc3ccc(C)cc3c21
  16%	1	4%	-4%	1%	0	-8	-3.8	6%
36) O=c1c2ccccc2nc2n1C(CSCc1cccc(C(F)(F)F)c1)CS2 (configuration not stated)
  24%	30	6%	-9%	u	10	-4	-0.4	8%
37) Cc1nc(NC(=O)/C=C/c2ccccc2)sc1C(=O)NCCO
  13%	3	3%	-5%	16%	-10	-9	-0.5	6%
38) CCOC(=O)c1ccc(N=CC2=C(O)CC(C)(C)CC2=O)cc1
  10%	0	-10%	4%	1%	0	2	-0.1	-2%
39) Cc1ccccc1NC(=O)c1ccc2snnc2c1
  -2%	-7	-2%	-9%	5%	-11	-17	-0.3	4%
40) Cc1nnc(SCC(=O)c2c[nH]c3ccccc23)n1C1CC1
  u	2	1%	-8%	u	0	5	-0.2	1%
41) COc1cccc(Nc2ncnc3ccc(Br)cc23)c1
  -8%	4	-5%	-8%	u	3	1	-1.8	13%
42) NC(=O)c1ccccc1NC(=O)CS(=O)(=O)Cc1ccccc1
  13%	3	-5%	24µM*	-3%	-5	-29	0.3	9%
43) C=CCn1c(SC)nc2sc3c(c2c1=O)CCc1ccccc1-3
  25%	1	-6%	-10%	u	0	-7	2.6	19%
44) CC(C)CNC(=O)c1cccc(NC(=O)c2ccc3c(c2)C(=O)N(C)C3=O)c1
  -9%	23	-1%	1%	23%	1	0	1.2	6%
45) CC(O)(c1ccc(F)c(F)c1)c1nc(-c2ccncc2)cs1 (configuration not stated)
  -5%	0	-8%	-10%	-11%	-8	-2	-0.9	6%
46) CCOc1ccccc1NC(=O)CSc1nnc(-c2ccccn2)n1Cc1ccco1
  -22%	34	1%	-4%	0%	1	x	-2.1	2%
47) O=C1/C(=C/c2ccco2)CCc2ccccc21
  -5%	9	0%	-11%	-13%	2	-3	-2.1	-6%
48) COc1ccccc1CNC(=O)c1cc(-c2cccnc2)nc2ccccc12
  -4%	30	-15%	-2%	9%	7	2	-2.2	11%
49) CCOC(=O)c1cc2sc(C)cc2n1C(C)C(=O)OCC (configuration not stated)
  4%	6	-5%	1%	u	1	x	-2.7	2%
50) CCC[N+](CC#Cc1ccccc1)(CCC)CC(=O)OC
  15%	13	2%	-1%	-1%	9	-4	-3.2	5%
51) Cc1ccc(N2CCN(S(=O)(=O)c3ccc4[nH]c5c(c4c3)CCCCC5)CC2)c(C)c1
  1%	x	x	x	u	0	x	x	-2%
52) COc1ccc(Cl)cc1NC(=O)CNC(c1ccccc1)c1ccccc1
  2%	3	-7%	4%	u	-4	11	-0.2	8%
53) Cc1ccccc1CN(C)C(=O)COC(=O)c1ccc2[nH]c(C)c(C)c2c1
  -29%	-4	-9%	5%	8.9µM*	2	14	16	2%
54) O=C(CSc1ncnc2c1oc1ccccc12)Nc1ccccc1F
  -15%	0	-1%	-2%	1%	-4	1	-3.2	8%
55) CCCC(C(=O)NC1CCCC1)N(C(=O)c1snc(C(N)=O)c1N)c1ccc(F)cc1 (configuration not stated)
  1%	-5	1%	-5%	u	-7	-7	0.7	13%
56) CCN(CC(=O)Nc1c(F)cccc1F)C(=O)c1cccc(-n2cnnn2)c1
  1%	-11	1%	4%	11%	-6	3	-1.5	-1%
57) COc1ccc(/C(O)=C2/C(=O)C(=O)N(CC3CCCO3)C2c2ccc(OC)c(OC)c2)cc1 (configuration not stated)
  -8%	-3	4%[57.1 µM]	1%	1%	1	-7	-2.5	-7%
58) COc1cccc(N2C(=O)CC(N3CCc4ccccc43)C2=O)c1 (configuration not stated)
  -16%	8	5%	1%	16%	-2	-2	-3.7	-4%
59) COc1ccc(Nc2oc(-c3ccc(Cl)cc3)nc2C#N)cc1
  u	-10	3%	-12%	-24%	-3	3	-2.5	-1%
60) CC(C)c1ccc(NC(=O)Cn2c(=O)n(CC3CCC(C(=O)NCCc4ccccc4)CC3)c(=O)c3ccccc32)cc1 (configuration not stated)
  -1%	x	x	x	-6%	1	x	x	1%

Entries of single compounds from above.
`O=C(CSc1ncnc2c1oc1ccccc12)Nc1ccccc1F` across the screens: GLP1R cytotox = -15%; DRD3 antagonist = 0; WRN inhibitor = -1%; PLK1 PBD block = -2%; GLP-1R inv ag = 1%; D3 ag = -4; PI5P4Ka inh = 1; IL-2 act = -3.2; GLP1R ag = 8%
`CCN(CC(=O)Nc1c(F)cccc1F)C(=O)c1cccc(-n2cnnn2)c1` across the screens: GLP1R cytotox = 1%; DRD3 antagonist = -11; WRN inhibitor = 1%; PLK1 PBD block = 4%; GLP-1R inv ag = 11%; D3 ag = -6; PI5P4Ka inh = 3; IL-2 act = -1.5; GLP1R ag = -1%

High-throughput results: PubChem, National Center for Advancing Translational Sciences (NCATS)

Random draw from the library; any-hit rate near 7.8%.
